# ALOX15 inhib – 15-hLO (ALOX15) enzyme inhibition | AID 887 | purified 15hLO-1, xylenol orange hydroperoxide absorbance | actives 1.4% (n = 74,000) | P16050 | Potency, µM (highest dose often 57.1 µM), for the others: top-dose activity change, negative = inhibition, actives largely listed as inhibitors; note: potency is the fitted concentration of half-maximal effect; % is set by controls: 0 for no effect and ±100 for the full control effect; nearly all actives have a fitted effect of over 55% in size
#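 Readout: Fe(III)-xylenol orange absorbance, 573-to-405 nm ratio as reaction progress. Enzyme 40 nM purified human 15hLO-1, substrate 50 uM arachidonic acid, 6 min RT after 15 min compound preincubation; Hepes pH 7.5 buffer with Triton X-100.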
# A350 fluor – compounds fluorescent in Alexa 350 spectral region; actives 11% (n = 59,000); max dye-equivalent concentration, M; Compound autofluorescence, 340/450 nm, Alexa 350 dye-equivalents; active compounds read high; AID 590; in the data active = max dye-equivalent concentration above about 10 nM; inconclusive = mostly about 1.1 nM to 9.6 nM
# Hsp90 Hop PPI – changes Hsp90-Hop TPR2A binding signal, up or down. Potency, µM (series often up to 57 µM), inactives show at the top dose activity change, negative = inhibition. AID 595. actives 0.44% (n = 71,000). AlphaScreen TPR2A-His6 binding biotin-Hsp90 C-terminal peptide; active = well fitted curve in either direction with a large enough effect; inconclusive = small, poorly fitted or top-dose-only effect, or another doubt; note: potency is the fitted concentration of half-maximal effect; % is set by controls: 0 for no effect and ±100 for the full control effect; many of its hits are not listed in these tables
# 4-MU autofl – compound fluoresces in the 4-MU spectral region. compound autofluorescence, 340/450 nm, 4-MU equivalents; active compounds read high. max dye-equivalent concentration, M. actives 11% (n = 59,000). AID 589; in the data active = max dye-equivalent concentration above about 10 nM; inconclusive = mostly about 1.1 nM to 9.6 nM
#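 Compounds in 100 mM Tris, pH 8.0, sat 15 min at room temperature before fluorescence was read at 340 nm excitation/450 nm emission; a per-plate six-point 4-MU standard curve converted signals to dye-equivalent concentration at each compound concentration.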
# BRCT PPI red – BRCT-phosphoprotein interaction inhibition (red fluorophore). BRCT-phosphopeptide binding, red fluorescence polarization. actives 0.03% (n = 75,000). Potency, µM (series often up to 76.9 µM), for inactives: at the highest dose activity change, negative = inhibition, most hits filed as inhibitors; note: % is set by controls: 0 for no effect and ±100 for the full control effect
#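 Fluorescence polarization: 100 nM His-tagged BRCA1 BRCT with 100 nM TAMRA-labelled phospho-BACH1 decapeptide, phosphate buffer pH 7.3 with 150 mM NaCl, DTT, 0.01% Tween 20; 12 min RT. Binding inhibition seen as FP decrease.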
# DNA Pol III inh – blocks replication by bacterial DNA polymerase III holoenzyme | reconstituted DNA polymerase III holoenzyme replication, biochemical | Potency, µM (doses to about 57.1 µM), without a hit: top-dose activity change, negative = inhibition | actives 0.25% (n = 71,000); note: potency is the fitted concentration of half-maximal effect; % is set by controls: 0 for no effect and ±100 for the full control effect
#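 Reconstituted *E. coli* holoenzyme (0.35 nM Pol III, 1 nM beta, 154 nM SSB, 2 nM primase) was preincubated with compound for 15 min at RT. Synthesis on 1.4 nM ssM13Gori ran 35 min, then was stopped with PicoGreen/EDTA and read as dsDNA fluorescence.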
# HBB splice mod – hemoglobin beta splicing modulation. HBB splicing reporter cell assay, activation; EGFP reporter with mutant IVS2-654 intron; response scale: normalised to 500 nM splice-correcting PNA. Potency, µM (titrated, usually from 46.1 µM), without a hit: at the top dose activation, usual class: activators. actives 0.06% (n = 65,000). AID 925; note: potency is the fitted concentration of half-maximal effect; 0% is about no effect
#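 HeLa cells stably expressing EGFP interrupted by mutant beta-globin intron 2 (IVS2-654), 500/well in 2% FCS. Treated with compound for 2 days at 37C. Splicing correction scored as total well GFP intensity (488 nm excitation, 500-520 nm emission); 500 nM antisense PNA served as control.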
# GFP derepression – epigenetic GFP locus derepression in mouse cells | mouse C127i GFP locus derepression, cytometry, 30 h | Potency, µM (top dose mostly 46.1 µM), for the others: at the highest dose GFP derepression (activation) | actives 0.09% (n = 68,000) | AID 597; note: % of control where 0% means no effect
#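 Read-out is the number of GFP-positive cells, scored as fluorescent objects 20 to 120 um wide, reflecting derepression of a silenced CMV-GFP reporter in murine C127i cells after 30 h compound exposure at 37 C.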
# BRCT PPI green – inhibitors of human BRCA1 BRCT-phosphoprotein interaction (green fluorophore); P38398; BRCA1 BRCT-phosphopeptide binding, green fluorescence polarization; Potency, µM (titrated, usually from 76.9 µM), for inactives: at the top dose activity change, negative = inhibition, usual class: inhibitors; actives 0.05% (n = 75,000); AID 875;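 note: potency is the fitted concentration of half-maximal effect; plate controls were peptide without protein for full effect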
#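 Fluorescence polarization: His-tagged BRCT (~35 kDa BRCA1 C-terminus, 250 nM) bound to 100 nM fluorescein-labeled phosphorylated 10-aa BACH1 peptide, pH 7.3 phosphate buffer with DTT and Tween 20. Compounds incubated 12 min at room temperature; inhibition read as lowered polarization.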
# Ub-GFP proteasome – ubiquitin-GFP accumulation via proteasome inhibition | Ubiquitin-GFP reporter cells, proteasome inhibition, GFP fluorescence; response scale: untreated = 0%, 10 µM MG-132 = 100% | Potency, µM (highest dose often 45.9 µM), for the others: at the highest dose activation (GFP accumulation), hits mostly activators | 67,000 tested, under 10 active | AID 526; active = well fitted activation curve with a large enough effect, not every such curve was filed as active; inconclusive = small, poorly fitted or top-dose-only effect, or another doubt; inactive = no such curve, though single readings can be large or run the other way; note: potency is the fitted concentration of half-maximal effect
#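 Proteasome blockade was scored as a rise in GFP-expressing U2OS cells carrying a ubiquitin(G76V)-GFP construct, imaged after 4 hr compound treatment at 37 °C across a 46 uM–2.9 nM series.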
# CRE Fsk mod – alters forskolin-stimulated CRE reporter signaling in CHO cells; Potency, µM (series often up to 38.2 µM), for the others: top-dose activity change, negative = inhibition, hits mostly activators; actives 2.5% (n = 71,000); CHO CRE-bla reporter (cAMP response element driving beta-lactamase), forskolin EC10, beta-lactamase ratio; active = well fitted activation curve with a large enough effect in the signal ratio, with a control signal flat, not every such curve was filed as active; inconclusive = small, poorly fitted or top-dose-only effect, or effect the other way, or a change in a side signal; the % refers to the signal ratio; note: potency is the fitted concentration of half-maximal effect; % of control where 0% means no effect
#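 Modulation of forskolin signalling: compounds in titration series added with EC10 NKH 477 to CHO cells carrying a CRE-driven beta-lactamase reporter, 3 h, 37C. CCF4 FRET ratio (460/530 nm, ex 405 nm) gives %activity and AC50.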
# Numbers without * were called inactive; i = inactive; ? = inconclusive; / = no result given; [ ] = remark or other dose. Unless noted, calls come from the whole dose curve; as a rule, active = well fitted curve in the direction sought with a large enough effect; inconclusive = small, poorly fitted or top-dose-only effect, or another doubt; inactive = no such curve, though single readings can be large; an effect the other way counts as inactive or inconclusive.
# Results follow in this order: ALOX15 inhib, A350 fluor, Hsp90 Hop PPI, 4-MU autofl, BRCT PPI red, DNA Pol III inh, HBB splice mod, GFP derepression, BRCT PPI green, Ub-GFP proteasome, CRE Fsk mod
> c1ccc(Cc2nnc3sc(-c4ccco4)nn23)cc1
→ ?, /, -1%, /, 0.1%, -6%, 0.4%, /, 1.7%, 1%, -3%
> Cc1ccc(-c2nc(CS(=O)CC(=O)NC3CCC(C)CC3)c(C)o2)cc1 (configuration not stated)
→ 0%, /, -2%[2.3 µM], /, 0.3%, -7%, -1.0%, /, -1.4%, 6%, 2%
> Clc1ccc(Oc2nc(N3CCOCC3)nc(N3CCOCC3)n2)c(C2CCCCC2)c1
→ 0%, i, -3%, i, 0.1%, -6%, 0.4%, 6%, -1.0%, -5%, -3%
> CCOC(=O)C1CCCN(Cc2nc(N)nc(Nc3ccc(OC)cc3)n2)C1 (configuration not stated)
→ 27%, i, -26%, i, 0.4%, -8%, -1.0%, 0%, -1.1%, -6%, 4%
> Nc1ncnc2c1ncn2CCOc1ccccc1
→ -15%, i, -2%, i, -2.0%, -15%, -0.7%, 0%, -0.4%, -4%, ?
> O=C(CN1C(=O)c2ccccc2S1(=O)=O)NCc1ccccn1
→ 4%, i, 0%, i, 0.1%, 4%, 1.4%[1.84 µM], -4%, -3.8%, -11%, ?
> Cn1cc(Cl)c(C(=O)Nc2cccc(Cl)c2Cl)n1
→ -13%, i, 3%, i, -3.9%, -1%, -1.7%, 0%, -0.4%, 3%, -1%
> CCC(=O)Oc1ccc(C2N(C(=O)CC)CCN2S(=O)(=O)c2ccc(C)cc2)cc1OC (configuration not stated)
→ 4%, i, -2%, i, -0.1%, 4%, -0.7%, 0%, 0.5%, 19%, ?
> Cc1ccc(C2/C(=C(/O)c3ccc(Cl)cc3)C(=O)C(=O)N2CC2CCCO2)o1 (configuration not stated)
→ 48%[activator], /, -1%, /, 0.7%, -1%, -0.6%, -2%, -1.6%, 20%, -14%
> O=C(O)CCSCC(=O)c1ccc2c(c1)OCCO2
→ -12%, i, -1%, i, -1.5%, -7%, 2.3%, 0%, 2.8%, 10%, ?
> Cc1noc(NS(=O)(=O)c2ccc(NC(=O)CSc3nc4c(cc3C#N)CCCC4)cc2)c1C
→ ?, /, -3%, /, -6.8%, 2%, -0.1%, 2%, -7.8%, 2%, -3%
> CC(C)c1nnc(NC(=O)c2cccc(-n3cnnn3)c2)s1
→ 1%, i, -2%, i, 0.1%, -3%, /, -2%, -2.1%, 3%, 7%
> Cc1ccc(OCC(=O)Nc2ccc(-c3nc4ncccc4o3)cc2)c(C)c1
→ -11%, 6e-08M*, -3%, 5.5e-08M*, -0.1%, -3%, 0.1%, -3%, 0.7%, -4%, -4%
> Cn1c(SCc2c(F)cccc2Cl)nnc1-c1cccs1
→ 9%, i, -4%, i, -0.6%, -4%, 3.6%[0.369 µM], 0%, 0.0%, /, -3%
> Cc1cc2c(N)cccc2nn1
→ -14%[11.4 µM], /, -14%[11 µM], /, -0.7%, -4%[11.4 µM], -2.7%[0.0738 µM], -2%, -1.1%, 1%[9.17 µM], -8%[7.6 µM]
> O=C(NC1(C(F)(F)F)Oc2ccccc2O1)N1CCCC1
→ -22%, i, -1%, i, 0.8%, -8%, -3.0%, -3%, -0.8%, -10%, ?
> CN1CCN(CP(=O)(N2CCOCC2)N2CCOCC2)CC1
→ 2%, i, -1%, i, 0.1%, -4%, -0.1%, 0%, -2.0%, -10%, -4%
> Cc1ccccc1N(C(=O)Cn1nnc2ccccc21)C(C(=O)NCc1ccco1)c1ccncc1 (configuration not stated)
→ 16%, i, -7%, i, 1.2%, -6%, 0.0%[57.5 µM], 1%, -1.1%, 0%, -12%
> COc1ccccc1C1CC(c2ccccc2)Nc2ncnn21 (configuration not stated)
→ 16%, i, -4%, i, -0.2%, -9%, -5.7%[0.369 µM], 6%, -0.5%, -3%, 0%
> Cc1nc2cc(NC(=O)Nc3ccc(N4CCOCC4)cc3)ccc2n1C
→ 3%, i, -11%, i, -0.5%, -5%, 0.9%, 0%, -0.7%, -6%, ?

# Next section.
# Results follow in this order: ALOX15 inhib, A350 fluor, Hsp90 Hop PPI, 4-MU autofl, BRCT PPI red, DNA Pol III inh, HBB splice mod, GFP derepression, BRCT PPI green, Ub-GFP proteasome, CRE Fsk mod
> Cc1cc(Nc2cccc(Cl)c2C)n2ncnc2n1
→ -2%, /, -2%, /, -1.7%, 0%, -0.9%, 3%, 0.5%, 6%, 26%
> C(=N\n1cnnc1)/c1cn(-c2cccs2)nc1-c1ccccc1
→ -9%, ?, -2%, ?, -2.6%, -9%, -0.1%[57.5 µM], 1%, -0.6%, 1%, ?
> Cn1c(=O)c2c(ncn2CN2CCN(Cn3cnc4c3c(=O)n(C)c(=O)n4C)CC2)n(C)c1=O
→ 14%[11.4 µM], i, -3%[11 µM], i, -0.1%[15.4 µM], -12%[11.4 µM], 1.1%[9.22 µM], 0%[9.22 µM], -0.6%[15.4 µM], 0%[9.17 µM], 2%[7.6 µM]
> COc1ccc(NS(=O)(=O)c2cccc(C(=O)O)c2)cc1
→ 10%, i, 2%, i, -1.5%, -2%, -1.2%, -1%, 0.3%, 15%, 0%
> CN(c1ccccc1C(=O)N1CCc2ccccc2C1)S(C)(=O)=O
→ 1%, i, -2%, i, 0.3%, -3%, -0.9%, -2%, 0.2%, -6%, -6%
> Cc1ccccc1C#N
→ -5%, /, -3%, /, 2.0%, 2%, 1.6%, /, 0.0%, /, -3%
> COc1ccc2c(c1)c(C(=O)CNc1nc(C)cs1)c(C)n2C
→ -1%, i, -28%, i, -0.4%, -4%, /, -1%, -0.6%, 7%, 7%
> CCOC(=O)c1nnn(-c2nonc2-n2cccc2)c1C
→ 13%, i, 0%, i, -0.5%, -2%, 3.6%, 3%, 0.0%, -6%, 0%
> CNC(=O)N(C1=NCC(C)S1)c1ccc(F)cc1F (configuration not stated)
→ -18%, 1e-08M*, -5%, ?, -0.7%, 1%, -1.5%, 3%, -2.8%, 6%, ?
> Cn1cnnc1SCNC(=O)C(F)(F)F
→ 7%, i, -4%, i, -0.5%, 4%, 3.1%[0.369 µM], -2%, -3.2%, /, -4%
> CC(C)(C)NC(=O)Nc1ccc2nccnc2c1
→ 4%, /, -4%, /, -1.0%, 1%, -0.6%, 0%, -4.6%, ?, 6%
> C=C(C)[C@@H]1CC=C(C(=O)O)CC1
→ 9%, i, -2%, i, -1.9%, -7%, 0.3%, -2%, -3.6%, -5%, -1%
> CCOC(=O)C1CCCN(c2ncnc3c2cnn3-c2ccc(Cl)cc2)C1 (configuration not stated)
→ -10%, ?, 24%, i, 0.3%, 3%, 0.1%, 3%, 1.0%, -3%, ?
> O=C(Nc1ccccc1C(F)(F)F)N1CCCCCC1
→ -5%, i, -3%, i, 0.6%, 5%, -1.6%, -1%, -0.6%, 1%, ?
> CCN(CC)[C@@H](C)CN1c2ccccc2Sc2ccccc21
→ 13µM*, i, -11%[26 µM], i, 1.2%[34.4 µM], -5%[25.6 µM], 0.7%[20.6 µM], -2%[20.6 µM], -5.5%[34.4 µM], 8%[20.5 µM], -8%[17.1 µM]
> COc1ccc(-c2nc(SC)n(S(=O)(=O)c3ccccc3)n2)cc1
→ -4%, i, 6%, i, -0.4%, -4%, -2.2%, 1%, -1.2%, 0%, 11%
> CCCNC(=O)N1CCN(S(=O)(=O)c2ccc(C)c(C)c2)CC1
→ 11%, i, -3%, i, 0.9%, 1%, 3.3%, 0%, 0.4%, -7%, -3%
> COCCN(C(=O)Cc1cccs1)c1nnc(-c2ccncc2)s1
→ -4%, i, 1%, i, 0.5%, -6%, /, -3%, 2.9%, -1%, ?
> O=C(c1ccccc1)c1ccc(N2CCNCC2)cc1
→ -4%, 2e-08M*, ?, 3.3e-08M*, -0.7%, -12%, -0.9%, -2%, -5.9%, -1%, 2%
> Nc1nnc(C2CCCC2)s1
→ 12%, /, 1%, /, 0.5%, 5%, -0.9%[9.22 µM], 0%, 0.2%, -4%, 3%
> CCOC(C)=O
→ 1%, /, 0%, /, 0.0%, -1%, -0.6%, /, -3.9%, /, -6%
> Cc1nc2cnc(Oc3ccccc3)nc2n(-c2ccccc2)c1=O
→ 4%, i, -6%, i, 1.0%, -4%, -0.4%, 5%[9.22 µM], 1.8%, 8%, ?
> Cc1cc(Cl)ccc1OCCCC(=O)Nc1cccnc1
→ -3%, i, 2%, i, 1.0%, 3%, -0.2%[57.5 µM], 4%, -0.9%, -3%, -5%

# High-throughput results as filed in PubChem.
